STK33 inh – human STK33 kinase inhibition. actives 0.073% (n = 320,000). Q9BYT3. AID 2661. inhibition, % at 10 µM. purified STK33, MBP phosphorylation, ADP-Glo luminescence;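 active = inhibition at or above 25%, using the most active replicate where run in duplicate; inactive = inhibition below 25%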
Target sequence (Q9BYT3 whole entry, looked up): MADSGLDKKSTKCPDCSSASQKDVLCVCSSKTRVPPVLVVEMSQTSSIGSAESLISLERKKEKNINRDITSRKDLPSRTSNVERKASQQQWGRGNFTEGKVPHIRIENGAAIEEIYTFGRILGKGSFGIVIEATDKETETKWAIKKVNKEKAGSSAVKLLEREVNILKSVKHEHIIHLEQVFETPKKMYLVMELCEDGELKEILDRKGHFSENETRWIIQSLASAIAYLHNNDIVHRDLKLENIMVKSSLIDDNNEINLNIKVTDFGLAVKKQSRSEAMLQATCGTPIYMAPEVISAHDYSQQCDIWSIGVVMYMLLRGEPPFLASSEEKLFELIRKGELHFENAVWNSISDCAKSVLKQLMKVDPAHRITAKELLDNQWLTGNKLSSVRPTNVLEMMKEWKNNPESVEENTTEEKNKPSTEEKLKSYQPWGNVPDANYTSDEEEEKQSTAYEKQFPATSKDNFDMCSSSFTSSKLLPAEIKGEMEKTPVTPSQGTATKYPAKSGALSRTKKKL
Kir21 inh – Kir2.1 (mouse) channel inhibition | HEK293-Kir2.1, FluxOR thallium flux fluorescence; active compounds read low | B-score at 10 µM | actives 0.85% (n = 310,000) | AID 1672;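 active = fluorescence ratio B-score at or below minus 3 SD of library scores, with starting-brightness B-score within 2 SD, cut at about -4.2 in these data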;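 also: channel flux triggered by added potassium and thallium sulfate stimulus; B-score of peak minus minimum fluorescence over baseline after thallium stimulus; more negative B-score means stronger Kir2.1 block with less thallium influx; some compounds called inactive have numbers as strong as hits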
Target sequence (P35561 whole entry, looked up): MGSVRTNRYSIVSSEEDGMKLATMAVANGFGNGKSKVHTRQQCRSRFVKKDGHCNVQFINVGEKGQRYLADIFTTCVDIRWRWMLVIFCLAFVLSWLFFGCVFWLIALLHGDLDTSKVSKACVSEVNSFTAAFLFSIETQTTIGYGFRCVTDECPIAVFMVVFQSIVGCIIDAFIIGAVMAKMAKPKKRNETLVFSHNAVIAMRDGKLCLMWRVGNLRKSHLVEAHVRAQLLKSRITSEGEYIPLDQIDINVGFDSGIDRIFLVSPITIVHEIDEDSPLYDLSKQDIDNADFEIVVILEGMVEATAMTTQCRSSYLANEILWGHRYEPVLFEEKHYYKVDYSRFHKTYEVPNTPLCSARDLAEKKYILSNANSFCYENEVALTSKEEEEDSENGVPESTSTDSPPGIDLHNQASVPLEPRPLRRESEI
* marks the source's active call; other numbers are inactive results; . = no result given.

Preview, 15 compounds:
SMILES	STK33 inh	Kir21 inh
C[C@H](CO)N1C[C@H](C)[C@H](CN(C)Cc2ccc(Oc3ccccc3)cc2)Oc2ccc(NC(=O)Nc3cccc4ccccc34)cc2CC1=O	-0.9	.
COc1ccc2c(c1)C=Cc1ccccc1O2	-0.7	0.8
CC(C)n1c(SCC(=O)c2ccc3c(c2)OCCO3)nc2c1c(=O)n(C)c(=O)n2C	0.0	-0.67
COc1ccccc1NS(=O)(=O)c1ccc(C(=O)N2CCCCCC2)cc1	-2.7	.
CCOC(=O)c1ccc(-c2ccc(/C=N/NC(=O)Cc3nnc(N)s3)o2)cc1	-4.8	0.78
CCCN1C(=O)C2(OCCO2)c2cc(Cl)ccc21	-9.8	-0.98
C=CCNC(=S)NCC=C	-1.7	0.43
COc1ccc(OC)c(/C=N/NC(=O)c2cnccn2)c1	-1.2	-0.98
C#CCOCCOCCOCCNc1nc(N2CCN(C(=O)CCCCCCCCCCNC(=O)Cn3cc(CCCCCN)nn3)CC2)nc(N2CCN(C(=O)CCCCCCCCCCNC(=O)Cn3cc(CCCCCN)nn3)CC2)n1	4.5	.
O=C(Cc1ccccc1)N1CCN=C1SCc1cccc([N+](=O)[O-])c1	-0.8	-1.8
O=C(Nc1cnn(Cc2ccc(Cl)cc2)c1)c1cccs1	-2.5	-0.2
O=S(=O)(c1ccc2nc(-c3ccccc3)[nH]c2c1)N1CCN(c2cccc(Cl)c2)CC1	0.3	1
CCCCNC(=O)[C@@H]1CCCN1S(=O)(=O)c1cccc2cccnc12	0.4	.
CC1CC(c2ccccc2)n2nc(NC(=O)CCc3ccccc3)nc2N1 (stereo not given)	-1.1	0.13
Cc1cc(C(C)(C)C)oc1C(=O)N(CC(=O)NC1CCCC1)c1cccc(C(F)(F)F)c1	0.8	1.3

This part in full, previewed entries included:
SMILES	STK33 inh	Kir21 inh
C[C@H](CO)N1C[C@H](C)[C@H](CN(C)Cc2ccc(Oc3ccccc3)cc2)Oc2ccc(NC(=O)Nc3cccc4ccccc34)cc2CC1=O	-0.9	.
COc1ccc2c(c1)C=Cc1ccccc1O2	-0.7	0.8
CC(C)n1c(SCC(=O)c2ccc3c(c2)OCCO3)nc2c1c(=O)n(C)c(=O)n2C	0.0	-0.67
COc1ccccc1NS(=O)(=O)c1ccc(C(=O)N2CCCCCC2)cc1	-2.7	.
CCOC(=O)c1ccc(-c2ccc(/C=N/NC(=O)Cc3nnc(N)s3)o2)cc1	-4.8	0.78
CCCN1C(=O)C2(OCCO2)c2cc(Cl)ccc21	-9.8	-0.98
C=CCNC(=S)NCC=C	-1.7	0.43
COc1ccc(OC)c(/C=N/NC(=O)c2cnccn2)c1	-1.2	-0.98
C#CCOCCOCCOCCNc1nc(N2CCN(C(=O)CCCCCCCCCCNC(=O)Cn3cc(CCCCCN)nn3)CC2)nc(N2CCN(C(=O)CCCCCCCCCCNC(=O)Cn3cc(CCCCCN)nn3)CC2)n1	4.5	.
O=C(Cc1ccccc1)N1CCN=C1SCc1cccc([N+](=O)[O-])c1	-0.8	-1.8
O=C(Nc1cnn(Cc2ccc(Cl)cc2)c1)c1cccs1	-2.5	-0.2
O=S(=O)(c1ccc2nc(-c3ccccc3)[nH]c2c1)N1CCN(c2cccc(Cl)c2)CC1	0.3	1
CCCCNC(=O)[C@@H]1CCCN1S(=O)(=O)c1cccc2cccnc12	0.4	.
CC1CC(c2ccccc2)n2nc(NC(=O)CCc3ccccc3)nc2N1 (stereo not given)	-1.1	0.13
Cc1cc(C(C)(C)C)oc1C(=O)N(CC(=O)NC1CCCC1)c1cccc(C(F)(F)F)c1	0.8	1.3
CN1OC(COC(=O)c2ccc(Cl)cc2Cl)CC1c1ccccc1 (stereo not given)	3.4	-4.5
COc1cccc(-c2cc(C(=O)Nc3ccc(OC)c(OC)c3)no2)c1	0.9	0.86
COc1ccc(CN(C)C(=O)COC(=O)c2c(-c3ccccc3Cl)noc2C)cc1	0.4	-0.03
Oc1ccccc1Cn1nnc2ccccc21	-1.8	-1.2
O=C(CSc1ccccc1)NCC(c1ccco1)N1CCCCC1 (stereo not given)	0.7	.
O=C(NC1CC1)C1=C[C@@H](c2ccc(C(F)(F)F)cc2)C[C@@H](OCc2ccc(CO)cc2)O1	-1.9	-0.46
COC(=O)c1cc[n+](CC(=O)c2ccccc2)cc1	0.9	0.3
Cc1cccc2sc(NNC(=O)C3=COCCO3)nc12	-1.0	-0.79
Cc1ccc(-c2nnc(N(C)C(=O)C3CCCO3)s2)cn1 (stereo not given)	0.5	2.4
O=C(Cc1ccc(Cl)cc1)Nc1ccccc1Sc1ccccc1	-0.8	-3
SMILES	STK33 inh	Kir21 inh
O=C(N/C(=C/c1cn(-c2ccccc2)nc1-c1ccccc1)C(=O)N1CCOCC1)c1ccc(Cl)cc1Cl	-2.1	1.1
c1ccc2c(c1)CCNC2c1ccncc1 (stereo not given)	-1.7	0.16
O=C(O)c1ccc(CN2C(=O)c3ccccc3S2(=O)=O)cc1	-1.1	1.2
CCn1c(SCC(=O)c2cc(OC)ccc2OC)nnc1C(C)C	-1.4	-1.1
CC(Cc1cccnc1)NC(=O)c1cc(COc2ccc(F)cc2Cl)on1 (stereo not given)	-0.8	-1.6
CN1C(=O)Cc2cc(S(=O)(=O)Nc3ccc(Cl)cc3)ccc21	-0.1	0.31
O=C(NCc1ccccn1)c1ccc(Cl)c(NC2=NC3CS(=O)(=O)CC3S2)c1 (stereo not given)	-1.2	-0.86
O=C(Nc1nc2ccccc2c(=O)s1)c1ccco1	0.4	1.4
CN(C)C(=O)CSc1nnc(CCNC(=O)OC(C)(C)C)o1	0.4	-0.6
C/C(=N/NS(=O)(=O)c1cc(C)ccc1C)c1ccc2c(c1)OCO2	0.1	2.9
N#CCSc1nc2sccc2c(=O)n1-c1ccccc1	4.2	0.59
CCCCCCSc1ccc([C@@H]2[C@H]3C(=O)N(CC)C(=O)[C@H]3[C@]3(C(=O)OC)CCCN23)cc1	-1.4	.
O=C(c1[nH]ncc1-c1cccc(Br)c1)C1CO1 (stereo not given)	-1.1	0.01
CC(C)(C)n1nnnc1C(c1cccnc1)N(Cc1ccccc1)Cc1cccs1 (stereo not given)	-1.4	0.2
CCCCNC(=O)C1(NC(=O)Nc2ccccc2)CCCCC1	0.1	0.41
CCc1c(C)nc(SCC(N)=O)c(C#N)c1C	0.2	-0.48
Cc1cccc(-n2c(SCC(N)=O)nnc2-c2ccco2)c1	-1.0	3.4
CCOC(=O)c1nn(-c2cccc(OC)c2)c2nc(CC)c(C#N)c(=O)n12	-0.3	-0.44
Cc1cc2nc(SCCN3CCOCC3)[nH]c2cc1C	-1.0	1.5
COCC(=O)N(Cc1cc2cc(C)ccc2[nH]c1=O)c1cccc(C)c1C	-1.1	-0.17
Cc1cccc(C)c1Nc1nnc(SCC(=O)Nc2cc(S(=O)(=O)N3CCCCC3)ccc2Cl)s1	-2.2	2.8
O=C(NC12CC3CC(CC(C3)C1)C2)c1ccc(-c2cccc(Cl)c2)o1	-0.6	1.5
COc1ccccc1Nc1nc(N)nc(CCl)n1	-0.7	-0.18
N=C1SCC(=O)N1c1ccc(Cl)cc1	-0.7	-0.95
Cc1nnc(SCC(=O)NC2CCCC2)n1-c1ccccc1	-0.9	.
SMILES	STK33 inh	Kir21 inh
c1ccc(-c2n[nH]nc2-c2ccccc2)cc1	0.7	0.68
CCN(CC)S(=O)(=O)c1ccc(-c2csc(C)n2)s1	-0.6	-0.44
Cc1oc(-c2ccccc2F)nc1CN1CCC(C(=O)NC2CCCc3ccccc32)CC1 (stereo not given)	-0.8	0.02
COc1ccc2[nH]c3c(=O)n(Cc4ccc(C(=O)N5CCCCCC5)cc4)c(=S)[nH]c3c2c1	0.5	0.96
COc1ccccc1-c1ccc(SCC(=O)NCc2ccc3c(c2)OCO3)nn1	-0.5	1.8
CCOc1ccc(N(CC(=O)NCC2CCCO2)S(=O)(=O)c2ccc(C)cc2)cc1 (stereo not given)	0.7	1.1
O=[N+]([O-])c1ccc(-c2cn3ccccc3n2)cc1	0.0	0.3
O=C(CSC(=S)N1CCN(c2ccccc2)CC1)Nc1nc(-c2ccccc2)c(-c2ccccc2)o1	-0.4	1.8
COC(=O)[C@]1(C)N[C@H](CN(C)S(=O)(=O)c2ccc(OC)cc2)[C@@H]2C(=O)N(C)C(=O)[C@@H]21	-0.8	.
O=[N+]([O-])c1ccc(S(=O)(=O)N2CCN(c3ccnc4cc(Cl)ccc34)CC2)cc1	-1.2	-0.3
O=C(CSCc1ccccc1)N1CCN(c2ccc(F)cc2)CC1	-1.7	-0.65
COC(=O)C(CCCN1C(=O)c2ccccc2C1=O)(NC(C)=O)c1nn[nH]n1 (stereo not given)	1.0	2.1
CC1(C)Cc2ccccc2-c2nc3n(c(=O)c21)CCS3	0.3	0.22
CCOC(=O)CNC(=O)CSc1nc(-c2ccccc2)ns1	-1.0	-0.67
COc1ccc(/C=C/C(=O)OCC(=O)c2ccccc2F)cc1	-0.1	.
CCOc1ccccc1N(CC(=O)Nc1ccc(OC)c(OC)c1)S(=O)(=O)c1ccccc1	-1.8	-0.44
CN(C)CCCNS(=O)(=O)c1ccc(Oc2ncc(C(F)(F)F)cc2Cl)cc1	8.1	0.32
COc1ccc(Cc2cc(-c3ccc(F)cc3)n[nH]c2=O)cc1	-2.4	0.02
O=C(CSc1nnc(SCc2ccccc2)s1)N/N=C/c1c(Cl)cccc1Cl	-1.2	-0.26
COCCOc1cc(N(CC(=O)N(C)C)S(=O)(=O)c2ccccc2)c(Cl)cc1Cl	-0.5	-0.11
CCCOc1ccc(OC(=O)Cc2ccc(OC)c(S(=O)(=O)N3CCOCC3)c2)cc1	0.1	-0.36
COCCNC(=S)N1CCN(c2nc3ccccc3s2)CC1	.	0.81
CCC(=O)NC(C)c1cc(Cl)c2cccnc2c1O (stereo not given)	-0.5	.
COC(=O)c1cc(OC)c(OC)cc1NC(=O)Cc1ccccc1[N+](=O)[O-]	1.2	1.4
CC(C)[N+](C)(CCOC(=O)C1c2ccccc2Oc2ccccc21)C(C)C	-0.3	0.68
SMILES	STK33 inh	Kir21 inh
COc1ccc(OC)c(-c2cc(C3CCN(c4ncccc4[N+](=O)[O-])CC3)[nH]n2)c1	0.3	3.3
CCOCC(=O)Nc1cc(C(=O)OC)ccc1C(=O)OC	0.1	-0.64
COc1cc(OC)cc(-c2c(-c3cccs3)c3cc(-c4ccc5cc[nH]c5c4)ccc3n2C)c1	0.1	.
CCN(CC(=O)Nc1ccc2c(c1)OCCO2)C(=O)c1ccccc1Br	-2.3	.
CCSc1nc2c(c(=O)[nH]1)C(C(C)C)C(C#N)=C(N)O2 (stereo not given)	1.2	0.85
CN(/N=C/c1ccc(Cl)cc1Cl)c1ncc(Cl)cc1C(F)(F)F	-2.2	0.61
CCOC(=O)N1CCN(C(=O)c2ccc(S(=O)(=O)Nc3ccc(C)cc3)cc2)CC1	0.1	.
CCOC(=O)c1ccc(NC(=S)NN2CCN(C)CC2)cc1	-1.0	1.2
COC(=O)c1ccccc1S(=O)(=O)N1CCC(C(=O)OCC(=O)NCC(F)(F)F)CC1	-0.1	1.3
COc1cccc(NC(=O)CN2C(=O)NC(C)(C3CC3)C2=O)c1 (stereo not given)	-1.6	.
Cc1ccc(NC(=O)C2CCC2)cc1S(=O)(=O)N1CCCCCC1	-2.1	-0.48
O=C(c1ccc(NS(=O)(=O)c2cccc(F)c2)cc1)N1CCCCC1	-1.5	0.17
COc1cc(OC)cc(-c2c(-c3cccs3)c3cc(-c4cnc(OC)nc4)ccc3n2C)c1	-0.5	.
CN(Cc1ccon1)Cc1cn(C)nc1-c1cccc(Cl)c1	0.0	-0.01
C/C(=N\O)C(C)(C)Nc1cccc(Br)c1	-0.8	-0.19
FC(F)(F)c1cnc(Oc2cccc3ccccc23)c(Cl)c1	-1.8	-0.78
CCC(O)(CC)C(=O)N/N=C/c1cc(Br)cc(Br)c1O	0.6	-0.39
CCN(CC)CCCC(C)NC(=O)c1cc(=O)c2ccccc2o1 (stereo not given)	-0.3	2.7
Cc1ccc(OCC(=O)Nc2ccc(Cl)cc2)c([N+](=O)[O-])n1	0.3	.
O=C(Nc1nc(-c2ccc3c(c2)OCCO3)cs1)c1ccc(S(=O)(=O)N2CCCCC2)cc1	-1.6	0.08
CCc1nc(Nc2ccc3c(c2)OCCO3)c2oc3ccccc3c2n1	1.0	-1.2
O=C(O)/C=C/C(=O)c1ccc2c(c1)NC(=O)CO2	-3.1	-0.15
O=C(COc1ccccc1)Nc1ccc2c(c1)C(=O)N(CC1CCCO1)C2=O (stereo not given)	0.1	2.7
O=C(NC(Cc1ccccc1)C(=O)O)/C(=C\c1ccc(Br)cc1)NC(=O)c1ccc(Br)o1 (stereo not given)	-1.1	-1.2
COc1cc(Br)c(C2CC(=O)Nc3cc(OC)c(OC)cc32)cc1OC (stereo not given)	0.7	1.6
SMILES	STK33 inh	Kir21 inh
O=C1NC(=O)C(c2cn(-c3ccccc3)nc2-c2ccc(F)cc2)N1 (stereo not given)	-0.4	-1.3
CCc1ccc(OCC(=O)OCC(=O)NC2CCCC(C)C2C)cc1 (stereo not given)	-0.5	.
Cc1cc(C)cc(NC(=O)COC(=O)c2n[nH]c3ccccc23)c1	-0.2	-0.01
CC1CCN(c2ccc(C(=O)NCc3cccs3)cn2)CC1	-1.1	-0.77
CCOc1ccc(NC(=O)C(CC(=O)O)Cc2ccc(C)cc2)cc1 (stereo not given)	-2.6	1.5
COC(=O)C1(C(=O)OC)NOC2C(=O)N(c3ccccc3)C(=O)C21 (stereo not given)	0.0	0.11
COc1ccc(CNS(=O)(=O)c2cc3c(cc2C)N(C)CCO3)cc1	-1.8	-0.9
CCOC(=O)N1CCN(S(=O)(=O)CCNC(=O)c2ccc(OC)cc2)CC1	-0.1	-0.23
CC(C)NS(=O)(=O)c1ccc(NC(=O)C(C)Oc2ccc(C(=O)c3ccccc3)cc2)cc1 (stereo not given)	-3.5	3.2
COc1ccc2c(c1)c(C(O)CN1CCN(Cc3ccc4c(c3)OCO4)CC1)c(C)n2C (stereo not given)	0.9	-0.56
COC(=O)CNC(=O)C(C)NC(=O)OCc1ccccc1 (stereo not given)	.	0.77
O=C(O)c1cccc(NC(=O)c2cccc(S(=O)(=O)N3CCc4ccccc43)c2)c1	-0.9	1.7
